KAT2A inh = blocks human GCN5L2 histone acetyltransferase | Q92830 | GCN5L2 HAT assay, ThioGlo1 CoA-SH fluorescence | Potency, µM (titrated, usually from 58.9 µM), for the others: at the highest dose activity change, negative = inhibition, usual class: inhibitors | actives 0.21% (n = 390,000) | AID 504327
Target sequence (Q92830 whole entry, looked up): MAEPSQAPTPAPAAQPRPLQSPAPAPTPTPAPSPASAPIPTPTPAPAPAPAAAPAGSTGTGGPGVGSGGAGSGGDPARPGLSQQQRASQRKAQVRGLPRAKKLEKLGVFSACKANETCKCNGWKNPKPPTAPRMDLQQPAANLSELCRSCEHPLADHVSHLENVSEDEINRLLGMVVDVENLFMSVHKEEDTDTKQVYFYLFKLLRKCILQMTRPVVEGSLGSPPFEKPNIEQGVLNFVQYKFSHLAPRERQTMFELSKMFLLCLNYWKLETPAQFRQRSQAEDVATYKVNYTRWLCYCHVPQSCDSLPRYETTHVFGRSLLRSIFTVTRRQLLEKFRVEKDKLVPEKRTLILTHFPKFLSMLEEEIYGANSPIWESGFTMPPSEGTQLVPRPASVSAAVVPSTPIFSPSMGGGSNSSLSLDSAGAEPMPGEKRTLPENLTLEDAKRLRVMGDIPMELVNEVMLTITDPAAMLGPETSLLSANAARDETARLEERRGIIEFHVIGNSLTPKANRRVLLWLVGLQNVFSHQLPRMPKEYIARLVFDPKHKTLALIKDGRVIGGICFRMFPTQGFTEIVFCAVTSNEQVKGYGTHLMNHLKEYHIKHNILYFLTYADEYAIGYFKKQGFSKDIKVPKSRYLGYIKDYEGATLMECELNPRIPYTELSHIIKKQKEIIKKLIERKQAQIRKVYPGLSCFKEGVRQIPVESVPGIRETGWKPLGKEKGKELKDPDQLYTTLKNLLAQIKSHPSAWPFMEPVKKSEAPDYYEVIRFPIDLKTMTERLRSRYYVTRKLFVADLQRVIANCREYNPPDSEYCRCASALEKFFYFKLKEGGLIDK
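Enzyme at 20nM final was mixed with library compounds for 15 min at room temperature. Peptide H3(1-25) at 75uM, acetyl-CoA at 70uM and ThioGlo1 at 50uM were then added. Plates were read immediately and after 20 min (Ex340nm/Em540nm).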
DT40 TDP1 CPT = DT40-hTDP1 cell growth loss with CPT. chicken DT40 Tdp1-/-;hTDP1 cells + 20 nM CPT, ATP luminescence, 48 h. Potency, µM (top dose mostly 46.2 µM), for the others: at the top dose activity change, negative = growth inhibition, hits mostly inhibitors. actives 12% (n = 420,000); further: nearly all actives have a fitted effect of over 55% in size
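Chicken DT40 Tdp1-/- cells complemented with human TDP1, 400 cells/well, exposed to compounds plus 20 nM camptothecin for at least 48 h at 37 C; viability read as ATP content by CellTiter-Glo luminescence.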
DT40 TDP1 no CPT = qHTS for Inhibitors of human tyrosyl-DNA phosphodiesterase 1 (TDP1): qHTS in cells in absence of CPT; DT40 Tdp1-/- hTDP1 cells, no CPT, ATP luminescence, 48 h; Potency, µM (titrated, usually from 46.2 µM), without a hit: at the highest dose activity change, negative = growth inhibition, most hits filed as inhibitors; actives 15% (n = 420,000); further: nearly all actives have a fitted effect of over 55% in size
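Cells were dispensed at 400 per well, compounds added by pin tool, plates incubated ≥48 hr at 37 °C, then CellTiter-Glo added for 30 min at room temperature before luminescence reading. Line: DT40 Tdp1-/- complemented with hTDP1; camptothecin omitted.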
* hit, by the source's call; & = joins results of further samples. The call rests on the fitted dose curve; in most records, active means well fitted curve in the direction sought with a large enough effect; inconclusive means small, poorly fitted or top-dose-only effect, or another doubt; inactive means no such curve, though single readings can be large; an effect the other way counts as inactive or inconclusive. On the % scale 0 is the no-effect control and ±100 the full control effect; potency means the concentration at half of the fitted maximal effect.

Results for O=C(O)c1ccc(Nc2nc(-c3ccc([N+](=O)[O-])cc3)nc3ccccc23)cc1 ?
KAT2A inh: -24%; DT40 TDP1 CPT: inconclusive; DT40 TDP1 no CPT: inconclusive

What do the screens show for `Cc1ccc(S(=O)(=O)N2C[C@H]3n4c(=O)ccc(=O)n4C[C@H](OC(=O)NC4CC4)[C@@]3(O)C2)cc1`?
DT40 TDP1 CPT: -13%; DT40 TDP1 no CPT: -12%

Results for CCOC(=O)C1CCCN(Cc2cn(C)nc2-c2ccc3c(c2)OCCO3)C1 (configuration not stated) ?
KAT2A inh: -1%; DT40 TDP1 CPT: -3%; DT40 TDP1 no CPT: 1%

Results for COc1cccc(C(=O)N2CCN(Cc3ccccc3C(F)(F)F)CC2)c1 ?
KAT2A inh: 1%; DT40 TDP1 CPT: inconclusive; DT40 TDP1 no CPT: inconclusive

Results for O=C(COC(=O)CCc1ccc(S(=O)(=O)N2CCOCC2)cc1)NCc1ccc(Cl)cc1 ?
KAT2A inh: 3%; DT40 TDP1 CPT: -17%; DT40 TDP1 no CPT: -13%

Results for CC(=O)Nc1cccc(-c2ccnc3c2CC(C(=O)Nc2ccc4c(c2)OCO4)O3)c1 (configuration not stated) ?
DT40 TDP1 CPT: 2.9µM*; DT40 TDP1 no CPT: 4.6µM*

What do the screens show for `COc1ccccc1N1CCN(C(=O)CSc2nc(-c3ccc(C(C)C)cc3)no2)CC1`?
KAT2A inh: 20%; DT40 TDP1 CPT: 23µM*; DT40 TDP1 no CPT: 6.5µM*

Results for O=C(N/N=C/c1ccc2c(c1)OCO2)c1ccc(NC(=O)c2ccc(F)cc2)cc1 ?
KAT2A inh: -10%; DT40 TDP1 CPT: inconclusive; DT40 TDP1 no CPT: inconclusive

Results for COc1ccc(Cl)cc1S(=O)(=O)n1nnc2ccccc21 ?
KAT2A inh: -1%; DT40 TDP1 CPT: 8%; DT40 TDP1 no CPT: -10%

How did O=C(CSC1=Nc2ccccc2C2=NC(Cc3c[nH]c4ccccc34)C(=O)N12)NC1CCCCC1 (configuration not stated) do in these assays?
KAT2A inh: inconclusive; DT40 TDP1 CPT: -18%; DT40 TDP1 no CPT: -24%

What do the screens show for `Cc1nc(C(=O)NCCC(C)C)sc1C1(C)CC(c2ccccc2)=NO1` (configuration not stated)?
KAT2A inh: -15%; DT40 TDP1 CPT: -23%; DT40 TDP1 no CPT: -28%

What do the screens show for `COC(=O)C(Cc1ccccc1)NC(=S)NC(=O)c1ccccc1` (configuration not stated)?
KAT2A inh: -17%; DT40 TDP1 CPT: inconclusive; DT40 TDP1 no CPT: 18µM*

What do the screens show for `CN(C)n1cnc2ccsc2c1=O`?
KAT2A inh: 0%; DT40 TDP1 CPT: 20%; DT40 TDP1 no CPT: 1%

Results for O=C(Cc1ccc(Cl)cc1)Nc1ccc(S(=O)(=O)Nc2ncccn2)cc1 ?
KAT2A inh: 4%; DT40 TDP1 CPT: 1%; DT40 TDP1 no CPT: 1%

How did CCOc1ccc(S(=O)(=O)Nc2ccc(C(=O)NNC(=O)c3ccncc3)cc2)cc1 do in these assays?
KAT2A inh: -10%; DT40 TDP1 CPT: -21%; DT40 TDP1 no CPT: -2%

How did COc1cccc(-n2c(=O)c3sc4ccccc4c3n(CC(=O)Nc3ccccc3C)c2=O)c1 do in these assays?
KAT2A inh: -7%; DT40 TDP1 CPT: 6%; DT40 TDP1 no CPT: -15%

Results for Cc1nc(SCc2ccccc2C)n[nH]1 ?
KAT2A inh: 2%; DT40 TDP1 CPT: -20%; DT40 TDP1 no CPT: -12%

How did CN(C)/C(=N\OC(=O)c1ccccc1)c1nonc1N do in these assays?
KAT2A inh: 1%; DT40 TDP1 CPT: 8%; DT40 TDP1 no CPT: -6%

What do the screens show for `O=C(CN1CCN(Cc2ccc(Cl)cc2)C1=O)NCCCN1CCOCC1`?
KAT2A inh: -4%; DT40 TDP1 CPT: -6%; DT40 TDP1 no CPT: -2%

How did COc1ccc(-n2ncc3c(N4CCCCC4)ncnc32)cc1 do in these assays?
KAT2A inh: -1%; DT40 TDP1 CPT: inconclusive; DT40 TDP1 no CPT: inconclusive

What do the screens show for `CCOC(=O)C1CCN(C(=O)c2cc(S(=O)(=O)N3CCOCC3)ccc2C)CC1`?
KAT2A inh: -4%; DT40 TDP1 CPT: -16%; DT40 TDP1 no CPT: 6%

How did CCCCNC(=O)c1ccc2nc(CC)c(N(CCC(C)C)CCN(C)C)n2c1 do in these assays?
DT40 TDP1 CPT: inconclusive; DT40 TDP1 no CPT: inconclusive

What do the screens show for `CC(C)c1ccc(NC(=O)C2C3C=CC4(O3)C2C(=O)N(CCCN2CCCCC2)C4C(=O)NC2CCCCC2)cc1` (configuration not stated)?
KAT2A inh: -4%; DT40 TDP1 CPT: 3%; DT40 TDP1 no CPT: -18%

What do the screens show for `CCOC(=O)c1c(C)[nH]c(C)c1S(=O)(=O)N1CCCC(C(=O)Nc2cccc(CC)c2)C1` (configuration not stated)?
KAT2A inh: -5%; DT40 TDP1 CPT: inconclusive; DT40 TDP1 no CPT: inconclusive

How did CCCN(CCC)CCCNC(=O)CNC(=O)c1nn(-c2ccc(OC)cc2)c(=O)c2ccccc12 do in these assays?
KAT2A inh: -3%; DT40 TDP1 CPT: 12%; DT40 TDP1 no CPT: -16%

What do the screens show for `COc1ccc2c(O)c(-c3c(C)cc(C)cc3C)c(=O)[nH]c2c1`?
DT40 TDP1 CPT: 1%; DT40 TDP1 no CPT: inconclusive

Results for COc1cc(OC)c(N(C)C(=O)c2sc3nc4n(c(=O)c3c2C)CCCCC4)cc1Cl ?
KAT2A inh: -22%; DT40 TDP1 CPT: 17%; DT40 TDP1 no CPT: -2%

How did O=C(NC(=S)Nc1ccc(Br)cn1)c1cncc(Br)c1 do in these assays?
KAT2A inh: -6%; DT40 TDP1 CPT: inconclusive; DT40 TDP1 no CPT: inconclusive

What do the screens show for `CCCCn1nnnc1C(c1cc2ccccc2o1)N(C)Cc1ccc(Cl)cc1` (configuration not stated)?
DT40 TDP1 CPT: inconclusive; DT40 TDP1 no CPT: 21µM*

What do the screens show for `CN(C(=O)Cn1c(=O)n(CCCS(=O)(=O)C2CCCCC2)c(=O)c2ccccc21)c1ccccc1`?
KAT2A inh: -6%; DT40 TDP1 CPT: -14%; DT40 TDP1 no CPT: -9%

What do the screens show for `CC(C)(CCC(=S)N1CCOCC1)c1ccccc1`?
DT40 TDP1 CPT: -21%; DT40 TDP1 no CPT: -29%

How did CC(=O)c1cccc(-c2ccnc3c2CC(C(=O)NCc2cccs2)O3)c1 (configuration not stated) do in these assays?
DT40 TDP1 CPT: 0.73µM*; DT40 TDP1 no CPT: 0.73µM*

How did Cc1c(Cl)c(-c2n[nH]c(=S)n2-c2ccccc2)nn1C do in these assays?
KAT2A inh: -1%; DT40 TDP1 CPT: 4%; DT40 TDP1 no CPT: -8%

What do the screens show for `CCOc1ccc(NS(=O)(=O)c2ccc3[nH]cc(C(=O)N4CCCCCC4)c(=O)c3c2)cc1`?
KAT2A inh: -5%; DT40 TDP1 CPT: 3%; DT40 TDP1 no CPT: 5%

How did Cc1nc2c(C(=O)NCc3ccco3)cnn2c(C)c1Cc1ccc(F)cc1Cl do in these assays?
KAT2A inh: -3%; DT40 TDP1 CPT: 11µM*; DT40 TDP1 no CPT: inconclusive

Results for Cc1ccc(-c2nnc(-c3cccc(Br)c3)o2)cc1 ?
KAT2A inh: -1%; DT40 TDP1 CPT: inconclusive; DT40 TDP1 no CPT: inconclusive

Overlap with the part before: 2 entries; new compounds follow.
How did Cc1nc2c(C(=O)NCc3ccco3)cnn2c(C)c1Cc1ccc(F)cc1Cl do in these assays?
KAT2A inh: -3%; DT40 TDP1 CPT: 11µM*; DT40 TDP1 no CPT: inconclusive

Results for Cc1ccc(-c2nnc(-c3cccc(Br)c3)o2)cc1 ?
KAT2A inh: -1%; DT40 TDP1 CPT: inconclusive; DT40 TDP1 no CPT: inconclusive

Results for COc1ccc(-c2c3c(cc(C)[n+]2[O-])oc2ccc(OC)cc23)cc1 ?
KAT2A inh: 1%; DT40 TDP1 CPT: 26µM*; DT40 TDP1 no CPT: inconclusive

How did C=CCn1c(C)cc(C(=O)CN2C(=O)c3ccccc3S2(=O)=O)c1C do in these assays?
KAT2A inh: -9%; DT40 TDP1 CPT: -31%; DT40 TDP1 no CPT: -21%

Results for O=C(CCS(=O)(=O)c1ccc(Cl)cc1)NCCc1c[nH]c2ccccc12 ?
KAT2A inh: -8%; DT40 TDP1 CPT: -25%; DT40 TDP1 no CPT: -16%

Results for O=C(NNc1cccc(Cl)n1)C(F)(F)F ?
KAT2A inh: -2%; DT40 TDP1 CPT: -20%; DT40 TDP1 no CPT: -4%

How did Cc1ccccc1CN(c1ccc(C(N)=O)cc1)S(C)(=O)=O do in these assays?
KAT2A inh: -1%; DT40 TDP1 CPT: -4%; DT40 TDP1 no CPT: 2%

Results for Cc1nc(-c2cccc(S(=O)(=O)N3CCOCC3)c2)cs1 ?
KAT2A inh: -19%; DT40 TDP1 CPT: inconclusive; DT40 TDP1 no CPT: inconclusive

What do the screens show for `COc1ccc(NC(=O)COc2ccc(-c3nn(C)c(=O)c4ccccc34)cc2)cc1`?
KAT2A inh: 0%&-4%; DT40 TDP1 CPT: inconclusive; DT40 TDP1 no CPT: inconclusive

What do the screens show for `Cc1nn(Cc2ccc(C(=O)Nc3nccs3)cc2)c(C)c1Cl`?
KAT2A inh: 0%; DT40 TDP1 CPT: -22%; DT40 TDP1 no CPT: inconclusive

How did COc1c(Cl)ccc(Cl)c1C(=O)NCc1ccco1 do in these assays?
KAT2A inh: 3%; DT40 TDP1 CPT: 0%; DT40 TDP1 no CPT: -23%

What do the screens show for `COc1cnn(-c2ccc(Br)cc2)c(=O)c1SCc1ccccc1`?
KAT2A inh: -9%; DT40 TDP1 CPT: 8%; DT40 TDP1 no CPT: inconclusive

Results for O/N=C(\c1ccc2c(c1)OCCO2)C1CCCCC1 ?
KAT2A inh: 0%; DT40 TDP1 CPT: -4%; DT40 TDP1 no CPT: -17%

Results for O=C(NNC(=S)NCc1ccco1)c1ccc(Cl)s1 ?
KAT2A inh: -3%; DT40 TDP1 CPT: inconclusive; DT40 TDP1 no CPT: inconclusive

What do the screens show for `CCc1nc2ccccc2c(C(=O)OCC(=O)Nc2ccc(NC(C)=O)cc2)c1C`?
KAT2A inh: -2%; DT40 TDP1 CPT: 13µM*; DT40 TDP1 no CPT: 21µM*

How did Cn1nc(C(C)(C)C)cc1C(=O)N1CCCCC1c1cc(C(=O)Nc2cccc(C#N)c2)no1 (configuration not stated) do in these assays?
DT40 TDP1 CPT: 21µM*; DT40 TDP1 no CPT: 16µM*

Results for O=C1CC[C@@H](O)CCN1CC[C@H](Sc1ccc(Br)cc1)c1ccccc1 ?
KAT2A inh: 0%; DT40 TDP1 CPT: 23µM*; DT40 TDP1 no CPT: 10µM*

What do the screens show for `O=C(NCCCN1CCN(CCCNC(=O)c2ccc3c(c2)OCO3)CC1)c1ccc2c(c1)OCO2`?
KAT2A inh: -11%; DT40 TDP1 CPT: 4%; DT40 TDP1 no CPT: -16%

How did O=S(=O)(Nc1cccc(-c2ccc(N3CCOCC3)nn2)c1)c1ccc(F)cc1F do in these assays?
KAT2A inh: -4%; DT40 TDP1 CPT: -25%; DT40 TDP1 no CPT: -20%

What do the screens show for `N#CCCN(Cc1ccccc1)C(=O)Nc1ccc(F)cc1`?
KAT2A inh: 1%; DT40 TDP1 CPT: 3%; DT40 TDP1 no CPT: -12%

Results for C/C(=N\OC(=O)c1cccc(C)c1)c1sc(-c2ccccc2)nc1C ?
KAT2A inh: -2%; DT40 TDP1 CPT: -19%; DT40 TDP1 no CPT: -28%

In the list so far, these contain fluorine.
Results for COc1cccc(C(=O)N2CCN(Cc3ccccc3C(F)(F)F)CC2)c1 ?
KAT2A inh: 1%; DT40 TDP1 CPT: inconclusive; DT40 TDP1 no CPT: inconclusive

Results for O=C(N/N=C/c1ccc2c(c1)OCO2)c1ccc(NC(=O)c2ccc(F)cc2)cc1 ?
KAT2A inh: -10%; DT40 TDP1 CPT: inconclusive; DT40 TDP1 no CPT: inconclusive

How did Cc1nc2c(C(=O)NCc3ccco3)cnn2c(C)c1Cc1ccc(F)cc1Cl do in these assays?
KAT2A inh: -3%; DT40 TDP1 CPT: 11µM*; DT40 TDP1 no CPT: inconclusive

Results for O=C(NNc1cccc(Cl)n1)C(F)(F)F ?
KAT2A inh: -2%; DT40 TDP1 CPT: -20%; DT40 TDP1 no CPT: -4%

How did O=S(=O)(Nc1cccc(-c2ccc(N3CCOCC3)nn2)c1)c1ccc(F)cc1F do in these assays?
KAT2A inh: -4%; DT40 TDP1 CPT: -25%; DT40 TDP1 no CPT: -20%

What do the screens show for `N#CCCN(Cc1ccccc1)C(=O)Nc1ccc(F)cc1`?
KAT2A inh: 1%; DT40 TDP1 CPT: 3%; DT40 TDP1 no CPT: -12%

Compound activity: PubChem BioAssay, National Center for Advancing Translational Sciences (NCATS)

This is a random part of the collection. About 18% of those tested had a hit in this group.
